Assay outcomes as filed in PubChem.
TEAD-YAP block: TEAD-YAP interaction inhibition. HEK-TIYL cells, TEAD-Gal4/YAP UAS-luciferase luminescence. inhibition, % at 9.12 µM. actives 1.4% (n = 640,000). AID 1259422; in the data active means inhibition above about 32%;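 further: 0% = median of test compound wells and 100% = reference inhibitor wells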
MITF primary: inhibitors of human MITF | inhibition, % at 2.6 µM | actives 0.91% (n = 650,000) | AlphaScreen MITF homodimerization, bead proximity signal; in the data active means inhibition above about 50%;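 further: 0% = vehicle wells with protein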
Target sequence (O75030 whole entry, looked up): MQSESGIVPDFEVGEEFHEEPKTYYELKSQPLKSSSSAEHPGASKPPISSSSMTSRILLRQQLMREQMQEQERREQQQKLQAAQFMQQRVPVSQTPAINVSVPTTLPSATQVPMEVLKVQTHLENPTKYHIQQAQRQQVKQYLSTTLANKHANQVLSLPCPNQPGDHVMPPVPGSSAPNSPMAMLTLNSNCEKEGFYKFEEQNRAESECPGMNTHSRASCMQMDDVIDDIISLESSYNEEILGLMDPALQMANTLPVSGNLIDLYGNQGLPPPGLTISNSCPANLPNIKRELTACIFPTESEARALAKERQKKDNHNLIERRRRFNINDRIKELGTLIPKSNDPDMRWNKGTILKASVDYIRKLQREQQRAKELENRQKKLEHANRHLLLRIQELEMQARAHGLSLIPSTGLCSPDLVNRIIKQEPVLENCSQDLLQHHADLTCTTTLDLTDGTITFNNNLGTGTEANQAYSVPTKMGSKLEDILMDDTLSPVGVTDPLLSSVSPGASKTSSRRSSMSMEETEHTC
GPR151 activ: activators of human GPR151; PathHunter beta-arrestin GPR151 cells, luminescence; actives 1% (n = 650,000); AID 1508602; activation, % at 11.2 µM; in the data active means activation above about 4.9%;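 further: 0% = median of compound wells and 100% = cells with positive control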
Target sequence (Q8TDV0 whole entry, looked up): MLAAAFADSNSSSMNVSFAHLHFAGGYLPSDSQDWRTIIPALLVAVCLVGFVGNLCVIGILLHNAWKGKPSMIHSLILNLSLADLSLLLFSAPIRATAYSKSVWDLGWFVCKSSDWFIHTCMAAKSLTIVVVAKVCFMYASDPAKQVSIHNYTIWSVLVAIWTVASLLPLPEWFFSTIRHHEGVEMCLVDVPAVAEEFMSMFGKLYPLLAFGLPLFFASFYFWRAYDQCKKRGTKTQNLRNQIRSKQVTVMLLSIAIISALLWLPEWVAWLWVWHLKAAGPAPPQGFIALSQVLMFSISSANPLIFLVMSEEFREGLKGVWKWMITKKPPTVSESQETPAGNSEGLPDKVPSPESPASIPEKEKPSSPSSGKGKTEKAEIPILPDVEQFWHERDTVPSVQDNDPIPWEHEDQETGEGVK
FBW7 activator: human FBW7 E3 ligase activation, primary screen; actives 0.13% (n = 650,000); normalized activity (activation), % at 26.1 µM; AID 1259310; AlphaScreen FBW7–phospho-cyclin E peptide binding, activator screen; in the data active means normalized activity above about 1.9%;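 further: purified mutant Fbw7 with reduced substrate affinity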
Starred values were filed as active, the others as inactive; / = not tested or not shown; & = joins results of further samples.

entry	compound	TEAD-YAP block	MITF primary
1	COC(=O)c1c(NC(=S)Nc2cnccn2)sc2c1CCC2	-9	-21
2	Cn1c(=O)c2c(nc(NCc3ccco3)n2Cc2cccc(F)c2)n(C)c1=O	23	16
3	O=C1CCCN1CCCNc1cc(Nc2ccccc2)ncn1	-12&-4	0&-1
4	Cc1cc(-c2ccc(S(=O)(=O)N3CCCCC3)cc2)on1	-1	7
5	CN1C(=O)c2ccc(NC(=O)c3ccc(Br)o3)cc2C1=O	0	0
6	C=COCCNC(=O)C(=O)Nc1ccc(OCCCC)cc1	10	-11
7	O=c1[nH]c2nc(-c3cccc(CO)c3)cnc2n1-c1ccccc1	-40	8
8	COc1cc2ccccc2cc1C(=O)Nc1ccc(-c2nc3ncccc3o2)cc1	-1	9

entry	GPR151 activ	FBW7 activator
1	1.1	-0.2
2	-0.5	-0.2
3	0.9&1.6	-0.1&-0.1
4	1.3	0.0
5	2.5	-0.1
6	1.6	-0.1
7	0.4	-0.2
8	-0.3	0.1

Next part:
entry	compound	TEAD-YAP block	MITF primary
9	O=C(Nc1ccccc1C(F)(F)F)c1cc2n(n1)C(C(F)(F)F)CC(c1cccs1)N2 (stereo not given)	-15	0
10	Cc1cccc(NC(=O)C(=O)NCCCN2CCOCC2)c1C	1	13
11	CC1=C(C(=O)OCCOc2ccccc2)C(c2cccc(Br)c2)NC(=O)N1 (stereo not given)	-17	11
12	CCCCN(C)CCNC(=O)Cn1nc(-c2ccccc2)ccc1=O	-2	0
13	CC(NC(=O)c1nccc2ccccc12)c1nc(-c2cccnc2)n[nH]1 (stereo not given)	-4	0
14	O=C(CSc1nnc2[nH]c(=O)ccn12)N1CCc2ccccc21	2	5
15	CCC(C)NC(=O)c1ccccc1NC(=O)CN(c1cccc(OC)c1)S(C)(=O)=O (stereo not given)	5	13
16	COc1ccc(C(=O)/C=C/Nc2ccccc2I)cc1OC	-37	16

entry	GPR151 activ	FBW7 activator
9	0.1	0.0
10	0.4	0.4
11	-0.2	0.1
12	-1.1	-0.2
13	-2.1	0.0
14	-2.5	-0.1
15	0.5	0.2
16	-0.8	0.4

The results go on:
entry	compound	TEAD-YAP block	MITF primary
17	CCC(C)OC(=O)C1=C(C)NC2=C(C(=O)CC(c3ccc(Cl)cc3)C2)C1c1cc(Br)c(O)c(OC)c1 (stereo not given)	11	0
18	CCOC(=O)N1CCN(C(=O)CN2C(=O)CC(C)(C)Sc3ccccc32)CC1	9	11
19	COc1ccccc1CNc1cc(C)nc2ncnn12	25	5
20	CN1CCC2(CC1)OCc1cc(-c3cccc(C#N)c3)ccc1O2	-1	12
21	CC(C)c1nnc(NC(=O)CCCCCN2C(=O)C3C4C=CC(C4)C3C2=O)s1 (stereo not given)	3	-2
22	COc1ccc(O[C@H]2C=C[C@@H](c3ccccc3)O[C@@H]2COC(=O)NCc2cccc3ccccc23)cc1	/	1
23	O=C(NCc1ccccc1)c1ccc2c(c1)[nH]c(=S)n1c3ccccc3nc21	3	-5
24	O=C1c2ccccc2C(=O)N1CN(C(=O)C(F)(F)F)c1ccccc1	-7	-3

entry	GPR151 activ	FBW7 activator
17	-0.2	0.2
18	-0.7	0.5
19	3.8	0.5
20	-0.1	0.3
21	0.2	0.0
22	1.7	-0.1
23	1.1	0.1
24	-0.1	-0.1

(more compounds)
entry	compound	TEAD-YAP block	MITF primary
25	Cc1ccc(OCc2nnc(NC(=O)c3ncoc3-c3cccc(F)c3)s2)cc1	3	8
26	Cc1cc(Cl)ccc1NC(=O)c1c(-c2ccccc2Cl)noc1C	8	12
27	O=C(Cc1ccc(Br)cc1)OCC(=O)c1ccc([N+](=O)[O-])cc1	8	12
28	Cc1ccc2c(c1)N(CC(=O)N1c3ccccc3CC1C)C(=O)CO2 (stereo not given)	1	3
29	CCSCCOC(=O)C1=C(C)NC2=C(C(=O)C(C(=O)OC)C(C)C2)C1c1ccc(C(C)C)cc1 (stereo not given)	1	11
30	Cc1cccc(NC(=O)c2ccc(S(=O)(=O)N3CCCCC3)cc2)c1	1	3
31	COC(=O)c1ccc(C2NC(=O)NC(O)(C(F)(F)F)C2C(C)=O)cc1 (stereo not given)	-4	-13
32	C=CCN1C(=O)/C(=c2\sc3nc(-c4ccccc4OC)nn3c2=O)c2ccccc21	-9	6

entry	GPR151 activ	FBW7 activator
25	-1.1	0.1
26	-0.7	0.6
27	-1.3	-0.6
28	1.2	-0.3
29	0.2	0.1
30	0.3	0.4
31	-0.4	-0.2
32	-0.9	0.3

The results go on:
entry	compound	TEAD-YAP block	MITF primary
33	COc1ccc(C[C@@H]2NC(=O)[C@@H]3C[C@H](NCc4cccc(OCCN(C)C)c4)CN3C2=O)cc1	-3	-12
34	O=C(NC1CCCC1)c1ncoc1-c1ccccc1	-19	-2
35	Cc1nc2cc(-c3cccc(F)c3)nn2c(C)c1CCC(=O)NC1CCCC1	-2	21
36	Cc1cccnc1-c1cccc2c1OC(CNC(=O)CCN(C)C1CCS(=O)(=O)C1)C2 (stereo not given)	1	-4
37	CC(C)C[C@H]1C(=O)N2CCC[C@H]2[C@]2(O)O[C@](NC(=O)[C@@H]3C=C4c5cccc6[nH]c(Br)c(c56)C[C@H]4N(C)C3)(C(C)C)C(=O)N12	3&3	-1&9&-3&14
38	Cc1cc(C)c(NC(=O)C(C)Sc2nc3ccc(NC(=O)Cc4cccc5ccccc45)cc3s2)c(C)c1 (stereo not given)	7	15
39	Brc1ccc(C2N(c3ccccc3)CCN2c2ccccc2)s1	-17	0
40	Cc1cc(C)n(-c2cccc(CN3CCN(CCC(C)C)C(CCO)C3)c2)n1 (stereo not given)	5	-4

entry	GPR151 activ	FBW7 activator
33	-0.5	-0.1
34	-0.4	-0.1
35	-0.9	0.8
36	3.0	0.0
37	0.0&0.8&1.2&0.0	-0.1&-0.1&0.0&0.4
38	0.2	0.1
39	-0.3	0.0
40	1.2	-0.1

An excerpt from above in order of length of the SMILES, rising.
entry	compound	TEAD-YAP block	MITF primary
39	Brc1ccc(C2N(c3ccccc3)CCN2c2ccccc2)s1	-17	0
35	Cc1nc2cc(-c3cccc(F)c3)nn2c(C)c1CCC(=O)NC1CCCC1	-2	21
40	Cc1cc(C)n(-c2cccc(CN3CCN(CCC(C)C)C(CCO)C3)c2)n1 (stereo not given)	5	-4
31	COC(=O)c1ccc(C2NC(=O)NC(O)(C(F)(F)F)C2C(C)=O)cc1 (stereo not given)	-4	-13
36	Cc1cccnc1-c1cccc2c1OC(CNC(=O)CCN(C)C1CCS(=O)(=O)C1)C2 (stereo not given)	1	-4
33	COc1ccc(C[C@@H]2NC(=O)[C@@H]3C[C@H](NCc4cccc(OCCN(C)C)c4)CN3C2=O)cc1	-3	-12
37	CC(C)C[C@H]1C(=O)N2CCC[C@H]2[C@]2(O)O[C@](NC(=O)[C@@H]3C=C4c5cccc6[nH]c(Br)c(c56)C[C@H]4N(C)C3)(C(C)C)C(=O)N12	3&3	-1&9&-3&14

entry	GPR151 activ	FBW7 activator
39	-0.3	0.0
35	-0.9	0.8
40	1.2	-0.1
31	-0.4	-0.2
36	3.0	0.0
33	-0.5	-0.1
37	0.0&0.8&1.2&0.0	-0.1&-0.1&0.0&0.4

More results.
entry	compound	TEAD-YAP block	MITF primary
41	C/C(=N\NC(=O)c1ccc(N(C)C)cc1)c1cccnc1	-22	-6
42	Nc1cccc(-c2cccc(C(=O)NCCc3ccc(O)cc3)c2)c1	-24	5
43	O=C(c1ccc(F)cc1)N1N=C(c2c(-c3ccccc3)c3cc(Br)ccc3[nH]c2=O)CC1c1ccco1 (stereo not given)	4	7
44	CC(C)n1c(-c2ccccc2)nc2c(Nc3ccccc3)ncnc21	-20	11
45	O=C(CSc1nnc(CNC(=O)c2ccc(F)cc2)o1)NCC1CCCO1 (stereo not given)	5	-8
46	O=C(Cc1ccccc1)NCCC12CC3CC(CC(C3)C1)C2	-45	0
47	COc1ccc(CNc2ccc3ncc(-c4ccc(OC)c(OC)c4)n3n2)cc1	1	-13
48	C=CCc1cccc(/C=N/NC(=O)C(C)Nc2ccc(OC)cc2)c1O (stereo not given)	12	-3

entry	GPR151 activ	FBW7 activator
41	1.7	-0.1
42	0.7	-0.1
43	1.3	0.1
44	-0.9	0.2
45	0.4	-0.4
46	-0.2	0.2
47	0.3	0.0
48	0.0	-0.1

Next part
entry	compound	TEAD-YAP block	MITF primary
49	COc1ccc(CCNc2nc(N3CCc4ccccc4C3)nc3c2ncn3-c2ccsc2)cc1	-7	6
50	Nc1ccc(-c2ccccc2)cc1[N+](=O)[O-]	0	1
51	CC(C)NC(=O)C1CCN(C2CCN(Cc3cc(Cl)ccc3O)CC2)CC1	-2	-7
52	COc1ccccc1C(=O)N/C(=C\c1ccc([N+](=O)[O-])cc1)C(=O)Nc1ccc(Br)cc1	4	14
53	CCNC(=O)N1CCN(c2ccc3cccc(-c4cccs4)c3n2)CC1	0	6
54	O=C(N/N=C\c1cccc(Br)c1)c1cnccn1	-13	14
55	CC1CC(C)CN(C(=O)c2cc3cc([N+](=O)[O-])ccc3s2)C1 (stereo not given)	-5	13
56	CCc1cccc(NS(=O)(=O)c2ccc3c(c2)CC(=O)N3)c1	2	15

entry	GPR151 activ	FBW7 activator
49	-1.7	-0.1
50	0.4	0.0
51	0.6	0.0
52	0.1	-0.3
53	-1.0	0.6
54	-1.9	0.4
55	1.1	0.0
56	-0.9	0.6

Next compounds follow.
entry	compound	TEAD-YAP block	MITF primary
57	CCSc1nnc2c(n1)OC(c1ccc(OC)cc1)N(C(C)=O)c1ccccc1-2 (stereo not given)	18	-2
58	CCCS(=O)(=O)N1CCN(Cc2ccccc2Br)CC1	-2	58*
59	COc1cc2cc(C#N)c(SCC(=O)N3CCOCC3)nc2cc1OC	-3	-7
60	CC(=O)c1ccc(NC(=O)C2CCCN(S(=O)(=O)c3c(C)[nH]c(=O)[nH]c3=O)C2)cc1 (stereo not given)	-2	6
61	O=C(CSc1nc2[nH]ncc2c(=O)[nH]1)Nc1cccc(C(F)(F)F)c1	10	-10
62	COc1ccc(C(NNC(=O)C(O)(c2ccc(OC)cc2)c2ccc(OC)cc2)c2ccccc2)cc1 (stereo not given)	-3	-13
63	CCc1ccccc1NC(=O)C(C)N1C(=O)c2cccc3cccc1c23 (stereo not given)	0	1
64	CC(C)CCNC(=O)c1cccc([N+](=O)[O-])c1	-10	3

entry	GPR151 activ	FBW7 activator
57	-0.7	-0.2
58	-0.3	0.1
59	1.6	-0.2
60	0.1	0.0
61	1.7	0.1
62	-0.4	0.0
63	-1.3	0.0
64	-0.6	-0.1

Further compounds follow.
entry	compound	TEAD-YAP block	MITF primary
65	CCc1ccc(-c2csc(-c3cc4cccc(OC)c4oc3=O)n2)cc1	-15	-17
66	NC(=O)C1CCN(C(=O)C2CC(c3ccc(Cl)cc3)=NO2)CC1 (stereo not given)	-17	-4
67	COc1ccc(C2C(C(=O)Nc3ccc(C(C)C)cc3)c3ccccc3C(=O)N2c2ccc(OC)cc2)cc1 (stereo not given)	-1	-14
68	Cc1sc(N)nc1-c1ccc(F)c(F)c1	-11	10
69	COc1cc(OC)cc(C(=O)N2CCN(Cc3ccc(Cl)cc3)CC2)c1	10	58*
70	CCOC(=O)CC1C(=O)NCCN1C(=O)NC1CCCCC1 (stereo not given)	18	1
71	CCCCN1C2=NCCCN2c2cc(C)c(C)cc21	12	13
72	Cc1ccc(-c2cccc3cnc(Nc4ccc5c(c4)OCO5)nc23)cn1	33*	12

entry	GPR151 activ	FBW7 activator
65	-0.3	0.1
66	1.0	-0.2
67	-1.0	-0.1
68	2.7	0.6
69	-1.0	-0.1
70	1.2	0.5
71	0.9	0.1
72	0.1	-0.1

Next structures follow.
entry	compound	TEAD-YAP block	MITF primary
73	COc1cccc(CN2CCC(C(=O)NC(C)(C)C)CC2)c1O	-2	25
74	CCOC(=O)c1ccc(Nc2ncnc3ccccc23)cc1	-22	-2
75	N#Cc1cc(Oc2cccc3cccnc23)c([N+](=O)[O-])cc1C#N	2	8
76	O=C(/C=C/c1ccco1)Nc1ccc(Cl)cc1C(=O)O	-19	10
77	COc1cc2ccccc2cc1C(=O)Nc1c(C(N)=O)oc2ccccc12	-11	1
78	O=C(c1ccccc1CCc1ccccc1)N1CCCc2ccccc21	-3	-16
79	S=C(Nc1ccccc1Cl)N(CCCN1CCCCC1)Cc1cccs1	4	15
80	O=C(N/N=C/c1ccc(O)cc1O)c1ccc(I)cc1	46*	29

entry	GPR151 activ	FBW7 activator
73	-1.0	0.1
74	1.8	-0.2
75	0.0	0.0
76	-6.5	-0.1
77	-1.8	0.2
78	-0.1	0.1
79	0.2	0.8
80	2.8	-0.2

More records follow.
entry	compound	TEAD-YAP block	MITF primary
81	CCSc1nc(-c2ccccc2)c(NC(=O)COc2ccccc2F)s1	-2	-6
82	CCOC(=O)c1ccc(NC(=O)C2CCCO2)cc1 (stereo not given)	-70	21
83	COc1ccc(C2CC(=O)C3=C(C2)NC(C)=C(C(=O)OCC(C)C)C3c2ccc(OC)c(OC)c2)cc1 (stereo not given)	8	26
84	O=C(CCCN1C(=O)c2cccnc2C1=O)NC(c1ccccc1)c1ccccc1	4	8
85	Cc1ccc2c(c1)c1nnc(SCC(=O)NC(C)(C)C)nc1n2C	3	11
86	CC(C)Cc1ccc(S(=O)(=O)N2CCCc3ccccc32)cc1	0	7
87	O=[N+]([O-])c1ccc(CN2CCCc3ccccc32)c([N+](=O)[O-])c1	-7	0
88	CCOc1ccc(N2C(=O)NC(=O)/C(=C/c3ccc(C(=O)OC)cc3)C2=O)cc1	-4	-3
89	Cc1ccc(S(=O)(=O)Cc2nc3ccccc3s2)cc1	-1	22
90	CC(=O)Nc1nc(C)c(C(=O)Nc2ccc3c(c2)CCC3)s1	-72	1

entry	GPR151 activ	FBW7 activator
81	0.1	-0.2
82	-0.7	0.5
83	-1.2	0.9
84	0.8	0.2
85	0.7	0.8
86	1.9	0.2
87	0.0	0.0
88	-0.8	0.2
89	-0.2	0.3
90	-1.2	0.0
